Assay outcomes from PubChem.
Menin-MLL TR inh – menin-MLL binding inhibition, Texas Red mutant peptide; Menin + Texas Red MLL mutant peptide, fluorescence polarization; Potency, µM (top dose mostly 61.6 µM), inactives show top-dose FP activity change, negative = inhibition, actives largely listed as inhibitors; O00255; AID 1768; 0.23% of 270,000 active; active = well fitted inhibition curve with a large enough effect in the polarisation, with a control signal flat, not every such curve was filed as active; inconclusive = small, poorly fitted or top-dose-only effect, or effect the other way, or a change in a side signal; inactive = no such curve, though single readings can be large or run the other way; the % refers to the polarisation; note: potency is the fitted concentration of half-maximal effect; % of control where 0% means no effect; many of its hits are not listed in these tables
ASM inhibitor – blocks human secretory acid sphingomyelinase; P17405; placental ASM, HMU-PC fluorogenic substrate, 60 min; Potency, µM (titrated, usually from 57.5 µM), inactives show top-dose activity change, negative = inhibition, actives largely listed as inhibitors; 0.006% of 340,000 active; AID 504937; note: potency is the fitted concentration of half-maximal effect
Target sequence (P17405 47-631 limits assumed): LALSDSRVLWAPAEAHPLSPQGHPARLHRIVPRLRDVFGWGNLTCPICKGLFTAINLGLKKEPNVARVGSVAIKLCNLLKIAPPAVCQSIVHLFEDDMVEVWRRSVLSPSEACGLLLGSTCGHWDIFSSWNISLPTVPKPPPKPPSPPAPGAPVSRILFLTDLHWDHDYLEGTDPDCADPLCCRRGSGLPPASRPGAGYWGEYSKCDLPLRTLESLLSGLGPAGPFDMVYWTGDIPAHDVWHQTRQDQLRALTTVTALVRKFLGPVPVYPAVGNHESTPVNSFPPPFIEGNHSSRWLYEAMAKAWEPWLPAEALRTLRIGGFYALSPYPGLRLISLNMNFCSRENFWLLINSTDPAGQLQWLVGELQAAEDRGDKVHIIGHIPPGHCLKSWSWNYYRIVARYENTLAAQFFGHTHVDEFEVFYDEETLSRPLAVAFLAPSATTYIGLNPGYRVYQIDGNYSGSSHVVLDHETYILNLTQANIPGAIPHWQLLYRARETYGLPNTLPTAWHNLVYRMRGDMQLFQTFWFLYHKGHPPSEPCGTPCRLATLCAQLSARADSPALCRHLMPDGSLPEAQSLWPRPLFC
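Human placenta-derived ASM enzyme was preincubated with compound for 10 minutes at room temperature, then given fluorogenic substrate HMU-PC0 (9 uM final) for 60 minutes at 37 °C; a pH 10 stop preceded fluorescence reading at Ex 386/Em 447 nm.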
FBPA coupling cs – counter-screen for Giardia aldolase inhibitors: coupling enzyme system; coupling enzyme system counterscreen, AmpLite Red fluorescence; activity change, negative = inhibition, % at 58.2 µM, hits read low; 0.67% of 290,000 active; AID 2472; in the data active = activity change below about -30%; note: % is set by controls: 0 for no effect and ±100 for the full control effect
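Final compound at 57.5 uM, incubated 10 min at RT with coupling enzyme reagent (glyceraldehyde-3-phosphate), then 20 min with substrate and AmpLite Red detection. Fluorescence read at 525/598 nm; tests interference with the coupling assay, not aldolase inhibition.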
Giardia kill – Giardia lamblia killing. Giardia lamblia trophozoite viability. activity change, % at 7.66 µM, hits read low. 0.15% of 340,000 active. AID 540267; in the data active = activity change below about -80%; inconclusive = between about -30% and that limit;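 note: parasites exposed to compound for two days anaerobically before the ATP read; % is set by controls: 0 for no effect and ±100 for the full control effect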
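Compounds were tested on trophozoites seeded at 100 cells/well and held 48 hrs at 37 deg C anaerobically. An ATP-based luminescent kit measured the remaining live cells.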
TSG101-PTAP inh – blocks PTAP/TSG101 interaction to inhibit HIV-1 budding; Potency, µM (doses to about 115 µM), inactives show at the highest dose activity change, negative = inhibition, actives largely listed as inhibitors; 340,000 tested, under 10 active; Fluorescence polarization, FITC-PTAP peptide / Tsg101 binding; active = well fitted inhibition curve with a large enough effect in the main read-out, with a control signal flat, not every such curve was filed as active; inconclusive = small, poorly fitted or top-dose-only effect, or effect the other way, or a change in a side signal; inactive = no such curve, though single readings can be large or run the other way; note: potency is the fitted concentration of half-maximal effect; % of control where 0% means no effect
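Fluorescence polarization binding of Tsg101 binding domain (10 uM final) to FITC-labeled PTAP peptide (50 nM final) in HEPES pH 7.5 buffer with NaCl, Tween 20, EDTA, TCEP. Compounds added before peptide; binding 20 min at RT.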
GALK inhibitor – blocks human galactokinase activity. Potency, µM (highest dose often 57.5 µM), without a hit: top-dose activity change, negative = inhibition, actives largely listed as inhibitors. Purified GALK, Kinase-Glo residual ATP luminescence. 0.007% of 270,000 active. P51570; note: potency is the fitted concentration of half-maximal effect; % is set by controls: 0 for no effect and ±100 for the full control effect
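ATP-depletion format; final 35 uM ATP, 100 uM D-galactose, 5 nM enzyme; pH 8.0 HEPES/Mg2+ buffer; 60 min RT; luminescence read 10 min after detection reagent.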
B2AR arrestin – beta2AR (human) beta-arrestin recruitment activity. beta-arrestin recruitment to beta2AR, cell-based reporter. 0.02% of 330,000 active. P07550. Potency, µM (doses to about 46.1 µM), without a hit: top-dose activation, most hits filed as activators. AID 492947;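 note: potency is the fitted concentration of half-maximal effect; 0% = DMSO controls and full agonism = EC100 isoproterenol or metaproterenol; nearly all actives have a fitted effect of over 65% in size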
Target sequence (P07550 whole entry, looked up): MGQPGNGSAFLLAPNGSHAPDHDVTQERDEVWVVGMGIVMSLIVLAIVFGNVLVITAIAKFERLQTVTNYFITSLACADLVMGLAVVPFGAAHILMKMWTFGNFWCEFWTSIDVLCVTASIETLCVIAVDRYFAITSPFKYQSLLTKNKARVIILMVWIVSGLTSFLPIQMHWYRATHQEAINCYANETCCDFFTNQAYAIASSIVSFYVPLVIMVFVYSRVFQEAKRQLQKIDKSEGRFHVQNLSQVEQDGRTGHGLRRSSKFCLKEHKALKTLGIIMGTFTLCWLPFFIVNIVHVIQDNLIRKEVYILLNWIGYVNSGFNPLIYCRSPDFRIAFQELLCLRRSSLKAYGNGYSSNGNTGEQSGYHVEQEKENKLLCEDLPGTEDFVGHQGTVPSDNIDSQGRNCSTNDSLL
Tb PFK inh – blocks T. brucei phosphofructokinase; 0.17% of 330,000 active; O15648; T. brucei PFK, ADP-Glo luminescence; Potency, µM (highest dose often 57.5 µM), for the others: at the top dose activity, negative = inhibition, most hits filed as inhibitors;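 note: potency is the fitted concentration of half-maximal effect; 0% = uninhibited 1x PFK enzyme wells and -100% = no-enzyme wells; nearly all actives have a fitted effect of over 60% in size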
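In TEA buffer at pH 8.0 with 5 mM MgCl2, enzyme (1.25 nM) converted F6P (0.5 mM) and ATP (0.1 mM) for 45 min at room temperature. ADP product was read by luciferase luminescence.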
PKM2 act – increases activity of human pyruvate kinase M2; 0.34% of 260,000 active; P14618; purified PKM2, Kinase-Glo ATP luminescence, activation; response scale: 0% is enzyme alone, no compound; AID 1631; Potency, µM (titrated, usually from 57.5 µM), for inactives: at the top dose activation, most hits filed as activators; note: potency is the fitted concentration of half-maximal effect; % is set by controls: 0 for no effect and ±100 for the full control effect; nearly all actives have a fitted effect of over 55% in size
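ATP formation by purified human PK-M2, quantified via coupled luciferase luminescence after 1 h at room temperature with 0.1 mM ADP and 0.5 mM PEP final.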
Chronic BCR inh – chronic active BCR signaling inhibition | ABC-DLBCL IkBa-CBG/CBR reporter, luminescence ratio, 4 h | Potency, µM (highest dose often 46.1 µM), without a hit: at the top dose ratio change, negative = lower green/red ratio, hits mostly inhibitors | AID 493014 | 0.05% of 340,000 active; active = well fitted inhibition curve with a large enough effect in the signal ratio, with a control signal flat, not every such curve was filed as active; inconclusive = small, poorly fitted or top-dose-only effect, or effect the other way, or a change in a side signal; the % refers to the signal ratio;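 note: potency is the fitted concentration of half-maximal effect; plate controls were basal doxycycline-induced cells for no effect and cells given 10 µM MG132 for full effect; MG132 reads +100%, hits lower the ratio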
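Doxycycline induced both beetle luciferases in TMD8 lymphoma cells; IKK-driven degradation limits the IkappaBalpha-fused green signal, while red luminescence normalises for cell number and nonspecific effects. Compounds tested up to 46 uM, 4 hrs.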
Integrin act MD – integrin-mediated muscular dystrophy alleviation activation | Potency, µM (top dose mostly 38.3 µM), for the others: at the top dose activation, hits mostly activators | alpha7betagal myoblasts, beta-gal FDG fluorescence, 48 h | AID 624291 | 0.064% of 350,000 active;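 note: potency is the fitted concentration of half-maximal effect; 100% = response of the positive control SU9516; nearly all actives have a fitted effect of over 60% in size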
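Alpha7betagal+/- myoblasts (passage 13) were plated 16-24 hr, then exposed to compounds (1:260 dilution of DMSO stock) for 48 hours at 37C. After MPER lysis, β-galactosidase reporter activity was read as FDG fluorescence (ex 480/em 540) after 30 minutes.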
The depositor's hits bear a star; ? = inconclusive; nt = not tested or not shown; [ ] = another dose, or the depositor's remark. Unless noted, calls come from the whole dose curve; as a rule, active = well fitted curve in the direction sought with a large enough effect; inconclusive = small, poorly fitted or top-dose-only effect, or another doubt; inactive = no such curve, though single readings can be large; an effect the other way counts as inactive or inconclusive. This is a subset. The share of hits here may be higher or lower than overall.

Compound | Menin-MLL TR inh | ASM inhibitor | FBPA coupling cs | Giardia kill | TSG101-PTAP inh | GALK inhibitor | B2AR arrestin | Tb PFK inh | PKM2 act | Chronic BCR inh | Integrin act MD
O=C(NNc1nc2c(F)cccc2s1)C1=COCCO1 | -4% | 2% | -1 | 12 | -3% | 4% | -0.1% | -1% | -15% | 2% | -8%
Cc1cc(Cl)ccc1OCCNC(=S)NC(=O)c1cccnc1 | nt | -5% | nt | 7 | -1% | -5% | -0.2% | -1% | 0% | ? | 16%
Cc1ccccc1S(=O)(=O)Nc1nc2ccccc2nc1N1CCc2ccccc2C1 | -8% | 112%[activator] | 1 | 5 | -1% | -7% | -0.5% | 3% | 9% | 15% | 23%
O=C(Nc1ccccc1)c1ccc(S(=O)(=O)N2CCCCC2)cc1 | 18% | -2% | 0 | -1 | 0% | -5% | -0.1% | 11% | 6% | 6% | -7%
COc1cc(/C=N/Nc2ccc(Cl)c(C(=O)O)c2)ccc1OC(=O)c1ccco1 | ? | ? | 5 | -16 | -3% | 0% | -0.7% | ? | 3% | ? | 12%
CCc1ccc(-c2nc(SCC(=O)N(CC)C3CCS(=O)(=O)C3)n[nH]2)cc1 (centres undefined) | nt | nt | nt | -4 | -4% | nt | 0.0% | -1% | nt | ? | -1%
CCc1cccc(NS(=O)(=O)c2ccc3c(c2)n(C)c(=O)n3C)c1 | 11% | -3% | 0 | 0 | -3% | 0% | 0.5% | -13% | nt | 1% | ?
O=C1OCCN1C(=O)[C@H]1[C@H](c2ccc([N+](=O)[O-])cc2)C(c2ccccc2)=NN1c1ccc(Br)cc1 | ? | -8% | -5 | 7 | -1% | nt | -0.8% | 5% | nt | 12% | 17%
CCCC[C@]12Cc3ccccc3C(O1)c1c(cc(-c3ccccc3)oc1=O)O2 | 36%[activator][11.7 µM] | nt | -31* | nt | nt | nt | -0.2%[9.22 µM] | -8%[11.5 µM] | 19%[11.5 µM] | ? | nt
O=C(NCc1ccc(F)cc1)N1CCN(S(=O)(=O)c2ccccc2F)CC1 | 8% | 2% | 3 | 7 | -9% | -3% | -0.7% | 0% | 11µM* | 11% | 11%
Cc1ccc(-n2c(=O)c3c4c(sc3n(Cc3cc(=O)n5ccccc5n3)c2=O)CCC4)cc1C | -2% | -2% | -5 | -8 | -3% | 1% | -1.6% | -3% | 7% | -7% | -11%
Cc1ccc(-c2csc(NC(=O)c3ccc(Br)cc3)c2C(=O)O)cc1 | ? | 3% | -30* | -16 | -2% | -13% | -0.4% | 5% | nt | ? | 7%
COc1ccc(C2C(C(=O)Nc3ccc4c(c3)OCCO4)c3ccccc3C(=O)N2C)cc1 (centres undefined) | nt | -5% | 0 | -4 | -1% | -4% | 0.1% | 1% | 1% | 19% | 21%
CCOc1ccc(NC(=O)CN(C)Cc2cc(=O)n3c(-c4ccccc4)csc3n2)cc1OCC | ? | -1% | -3 | 8 | 1% | 0% | 0.2% | 1% | 2% | -11% | 0%
COc1ccc(-c2cc(C#N)nc(Oc3ccc(Cl)cc3)n2)cc1 | 11% | 330%[activator] | 2 | -20 | -14% | 0% | 0.1% | -2% | -10% | -9% | -24%

Compound | Menin-MLL TR inh | ASM inhibitor | FBPA coupling cs | Giardia kill | TSG101-PTAP inh | GALK inhibitor | B2AR arrestin | Tb PFK inh | PKM2 act | Chronic BCR inh | Integrin act MD
O=C(COC(=O)c1cc2ccccc2o1)NCc1ccco1 | nt | 1% | nt | -24 | -3% | nt | -2.3% | -11% | nt | 5% | 7%
Cc1ccc(O)c(-c2cc(-c3ccccc3C)[nH]n2)c1 | 39%[activator] | -22% | -1 | 5 | 1% | -3% | -0.3% | 3% | 0% | 5% | -30%[inhibitor]
Cc1cccc(NC(=S)NC2CC3C=CC2C3)c1 (centres undefined) | nt | -1% | 1 | 3 | -2% | nt | -0.2% | -3% | -3% | -4% | 11%
COCc1cc(C)nc(SCC(=O)NC2CCCCC2C)c1C#N (centres undefined) | nt | -2% | nt | 10 | -4% | 6% | -0.2% | 0% | -3% | -3% | 17%
O=C(c1cccc(S(=O)(=O)N2CCc3ccccc32)c1)N1CCc2ccccc2C1 | nt | -2% | nt | -5 | -14% | nt | 0.1% | 0% | nt | 1% | -12%
CCc1nnc(NC(=O)C(NS(=O)(=O)c2ccc3c(c2)OCCO3)C(C)C)s1 (centres undefined) | -1% | 0% | 1 | 1 | -7% | -3% | -0.7% | -7% | 4% | 0% | 18%
O=C1OC(Cc2ccccn2)C(=O)C1=C1SCCS1 (centres undefined) | 5% | 2% | 1 | 17 | -1% | 0% | -0.6% | 6% | 0% | -10% | 10%
Fc1ccc(-c2csc(=S)[nH]2)cc1 | ? | 1% | 1 | -12 | 0% | -1% | -1.1% | -9% | 0% | ? | 21%
CCN(CC)c1ccc(C(=O)OCC(=O)NC2CCCCC2C)cc1 (centres undefined) | -8% | 1% | 0 | -8 | -5% | 1% | 0.3% | -1% | 1% | 3% | -9%
CNC(=O)CC(C(=O)O)c1ccc(OCC(C)C)cc1 (centres undefined) | 4% | 0% | 2 | 16 | -3% | 1% | -0.1% | -16% | -4% | 1% | -27%
Cc1ccc(OCCC(=O)OCC(=O)Nc2cc(C)nn2-c2ccccc2)cc1 | nt | 1% | nt | 17 | -1% | -2% | 0.2% | -1% | 0% | -1% | ?
CCN(Cc1ccncc1)C(=O)CSc1ccc2ccccc2c1 | 0% | 5% | 2 | -14 | 0% | 11% | 0.3% | -5% | nt | -7% | 14%
CCOC(=O)c1sc(NC(=O)/C=C/c2cnn(CC)c2C)c(C(=O)OCC)c1C | 6% | 120%[activator] | -1 | 7 | -12% | -1% | -0.2% | -7% | -9% | -4% | -21%[7.66 µM]
CC(=O)C[C@H](O)CC(=O)[C@@H]1OC(=O)CCCCC/C=C/Cc2ccccc21 | nt | -8% | nt | 0 | -5% | nt | 0.1% | -3% | nt | -11% | 2%
O=C(NCc1cccnc1)c1ccc(-c2cc(Cl)ccc2Cl)o1 | -7% | -1% | -3 | -2 | -4% | 3% | 0.3% | -5% | 5% | ? | 18%

Compound | Menin-MLL TR inh | ASM inhibitor | FBPA coupling cs | Giardia kill | TSG101-PTAP inh | GALK inhibitor | B2AR arrestin | Tb PFK inh | PKM2 act | Chronic BCR inh | Integrin act MD
CC(C)N(C(=O)[C@H]1CC(CC(=O)NCCN2CCOCC2)C(=O)N2CCc3c([nH]c4ccccc34)[C@]12C)C(C)C (some centres undefined) | nt | 4% | nt | -4 | -2% | nt | -0.5% | 8% | nt | 1% | -2%
Cc1c(C(=O)O)oc2ccc(S(=O)(=O)N(CC(C)C)CC(C)C)cc12 | 19% | 6% | 29 | -11 | -1% | 1% | 0.1% | 0% | -6% | 14% | -8%
CCOC(=O)N1CCN(Cc2oc(CO)cc(=O)c2O)CC1 | -13% | 4% | 0 | -4 | -3% | 0% | 3.7% | -4% | -3% | -2% | 2%
Cc1cc2c(cc1C)-c1nnc(-c3ccc4ccccc4n3)n1C(C)(C)C2 | -17% | nt | 5 | nt | nt | -2% | 0.1% | 1% | 1% | 3% | nt
COc1ccc2nc3cc(Cl)ccc3c(Nc3cc(C(C)C)c(O)cc3C)c2c1 | -24% | 9% | -24 | 7 | 2% | -2% | 0.3% | -4% | 1% | ? | -71%[inhibitor]
Clc1ccc(-c2onc3c2CCCC3)cc1 | nt | 0% | 1 | 15 | -9% | -3% | 0.0% | -3% | -5% | ? | -22%

3 compounds from above, ordered by their value in GALK inhibitor, ascending.
| molecule | GALK inhibitor |
| --- | --- |
| Cc1cc2c(cc1C)-c1nnc(-c3ccc4ccccc4n3)n1C(C)(C)C2 | -2% |
| CCc1cccc(NS(=O)(=O)c2ccc3c(c2)n(C)c(=O)n3C)c1 | 0% |
| CCN(CC)c1ccc(C(=O)OCC(=O)NC2CCCCC2C)cc1 (centres undefined) | 1% |

Copied from the list.
CCOC(=O)N1CCN(Cc2oc(CO)cc(=O)c2O)CC1 | Tb PFK inh: -4%
Clc1ccc(-c2onc3c2CCCC3)cc1 | Giardia kill: 15
CC(C)N(C(=O)[C@H]1CC(CC(=O)NCCN2CCOCC2)C(=O)N2CCc3c([nH]c4ccccc34)[C@]12C)C(C)C (some centres undefined) | B2AR arrestin: -0.5%
